# p47phox inh = p47phox (human) inhibition | p47phox/p22phox peptide binding, fluorescence polarization, 2 h | inhibition, % at 24.7 µM | 0.53% of 220,000 active | AID 1274;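 active means inhibition above about 30%, limit read from the data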;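 further: 0% = p47phox with labelled peptide and 100% = labelled peptide alone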
# Target sequence (P14598 whole entry, looked up): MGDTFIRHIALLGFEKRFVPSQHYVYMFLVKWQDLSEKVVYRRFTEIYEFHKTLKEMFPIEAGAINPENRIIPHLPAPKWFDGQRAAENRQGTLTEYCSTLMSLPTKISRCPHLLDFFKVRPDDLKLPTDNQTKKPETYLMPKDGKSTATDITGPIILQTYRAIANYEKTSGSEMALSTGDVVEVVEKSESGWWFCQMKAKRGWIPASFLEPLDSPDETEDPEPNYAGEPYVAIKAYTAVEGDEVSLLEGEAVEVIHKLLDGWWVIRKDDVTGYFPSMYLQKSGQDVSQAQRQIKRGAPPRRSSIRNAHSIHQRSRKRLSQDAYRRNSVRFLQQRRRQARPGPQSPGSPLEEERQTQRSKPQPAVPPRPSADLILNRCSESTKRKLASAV
# CHOP inhibitor = blocks CHOP induction under ER stress; AID 2732; inhibition, % at 10 µM; CHO-K1 CHOP-promoter luciferase, tunicamycin-induced, 15-18 h; 3.8% of 220,000 active;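 active means compounds that reduced the stress-induced luciferase reporter signal by more than about 70% of percent inhibition, limit read from the data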;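 further: 0% = tunicamycin plus vehicle and 100% = wells without tunicamycin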
# BaF3 tox = reduces parental Ba/F3 cell viability, JAK2V617F counter-screen; CellTiter-Glo ATP luminescence; inhibition, % at 5.6 µM; 1.1% of 220,000 active; AID 1486;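 active means inhibition above a per-campaign cutoff, the mean inhibition of all tested compounds plus 3 SD, cut at about 27% in these data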;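 further: 0% = DMSO wells and 100% = JAK Inhibitor I control wells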
# Ba/F3 V617F tox = lowers viability of Ba/F3 cells expressing EpoR and JAK2V617F | 1.1% of 220,000 active | ATP luminescence | inhibition, % at 5.6 µM;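 active means inhibition above the campaign mean plus 3 SD over all tested compounds, cut at about 24% in these data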;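 further: cytokine-independent growth of Ba/F3 cells driven by EpoR plus mutant JAK2; 0% = DMSO-treated cells and 100% = JAK inhibitor I control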
# NPY-Y2 PAM-ag = human NPY-Y2 potentiation or agonism, primary screen; P49146; cells expressing NPY-Y2, potentiator/agonist read-out; activation, % at 3.6 µM; 0.45% of 220,000 active; AID 1359; in the data active means activation above about 27%;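 further: cells stimulated with NPY near EC25 plus isoproterenol at EC100; 0% = vehicle plus submaximal agonist and 100% = vehicle plus saturating agonist; some results beyond the cut were filed as inactive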
# NPY-Y1 antag = antagonists of human neuropeptide Y receptor Y1 | P25929 | HEK293-CNG Y1 cells, membrane potential fluorescence; NPY at EC95, then isoproterenol | 1% of 200,000 active | inhibition, % at 3.6 µM | AID 1040;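 active means inhibition above the campaign mean inhibition of all tested compounds plus 3 SD, cut at about 20% in these data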;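 further: 0% = DMSO wells given NPY plus isoproterenol and 100% = isoproterenol alone without NPY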
#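 material = HEK293 cells with Y1 receptor plus CNG channel | also added = NPY 25 nM then isoproterenol 1 µM plus Ro 20-1724 25 µM | schedule = dye 3 h, compound 60 min room temperature, stimulation 45 min | measured by = membrane potential fluorescence | benchmarks = high control isoproterenol alone, low control NPY with isoproterenol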
# NPY1 pot ag = human NPY-Y1 potentiation or agonism, primary screen | P25929 | NPY-Y1 expressing cells, potentiator/agonist activation | activation, % at 3.6 µM | 0.37% of 220,000 active; in the data active means activation above about 33%, passing the limit was not always enough;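 further: cells stimulated with NPY at EC10 then isoproterenol at EC100; 0% = low agonist plus stimulus and 100% = saturating agonist plus stimulus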
# S1P4 antag = antagonists of human S1P4 receptor | O95977 | S1P4-expressing cells, antagonist mode, reporter read-out | inhibition, % at 4.98 µM | 0.26% of 220,000 active; in the data active means inhibition above about 29%;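 further: 0% = wells stimulated with agonist and 100% = vehicle wells without agonist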
# Target sequence (O95977 whole entry, looked up): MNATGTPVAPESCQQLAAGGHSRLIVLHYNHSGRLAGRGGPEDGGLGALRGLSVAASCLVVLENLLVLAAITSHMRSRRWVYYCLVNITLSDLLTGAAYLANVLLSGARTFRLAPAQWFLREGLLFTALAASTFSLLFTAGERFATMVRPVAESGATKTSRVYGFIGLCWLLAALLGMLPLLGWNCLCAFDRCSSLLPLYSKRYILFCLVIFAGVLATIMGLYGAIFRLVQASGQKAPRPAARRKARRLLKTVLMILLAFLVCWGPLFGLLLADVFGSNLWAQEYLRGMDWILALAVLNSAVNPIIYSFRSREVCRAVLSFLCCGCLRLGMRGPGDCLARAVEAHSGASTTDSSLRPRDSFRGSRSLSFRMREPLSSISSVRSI
# S1P4 agonist = human S1P4 receptor agonism. O95977. S1P4-expressing cell line, agonist reporter assay. activation, % at 4.98 µM. 0.35% of 220,000 active. AID 1509; in the data active means activation above about 11%;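 further: 0% = DMSO vehicle and 100% = reference agonist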
# * = called active by the depositor; x = no result given.
1: COc1ccccc1-c1nc2cc3ccccc3cc2nc1-c1ccccc1
2: Cc1cccc(C)c1NC(=O)C1NC(=O)CC1c1ccccc1 (stereo not given)
3: CCOc1ccc(CSC(=N)N)cc1[N+](=O)[O-]
4: CNCCCNCc1ccc(SC)cc1
5: COC(=O)C1=C(C(=O)c2ccc(C)cc2)C(c2ccc(OC)c(OC)c2)n2nnnc2N1 (stereo not given)
6: COc1ccc(CCN2C(=NC(=O)CCC(=O)O)SC3CS(=O)(=O)CC32)cc1OC (stereo not given)
7: O=C(CSc1cccc2cccnc12)OCC(=O)c1ccccc1
8: Cc1cc(C)nc(NS(=O)(=O)c2ccc(NC(=O)Cn3c(=O)oc4ccccc43)cc2)n1

screen / no. | 1 | 2 | 3 | 4 | 5 | 6 | 7 | 8
p47phox inh | -16 | -11 | 3 | -10 | -1 | 3 | -4 | -11
CHOP inhibitor | 8 | -10 | -16 | 15 | 2 | -20 | 7 | 54
BaF3 tox | 8 | 5 | -4 | -3 | 5 | 1 | 1 | 3
Ba/F3 V617F tox | 4 | -3 | -2 | -6 | 2 | 2 | 0 | -2
NPY-Y2 PAM-ag | -19 | -17 | 1 | -4 | -3 | 1 | -13 | -7
NPY-Y1 antag | 7 | 1 | 0 | 1 | 5 | -6 | 6 | 1
NPY1 pot ag | -6 | 16 | -27 | 2 | -1 | 2 | 6 | 1
S1P4 antag | -6 | -15 | 0 | -5 | -2 | -15 | 0 | -22
S1P4 agonist | 1.9 | -0.5 | 0.3 | -4.6 | -1.5 | -1.6 | 1.0 | -0.1

# Down the list, from the results shown.
# Entries 2 to 8 in NPY-Y1 antag read 1, 0, 1, 5, -6, 6, 1
# Entries 2 to 8 in CHOP inhibitor read -10, -16, 15, 2, -20, 7, 54

# More records.
9: Cn1nc(C(=O)NNC(=O)COc2ccccc2)c2ccccc2c1=O
10: Cc1cc2c(c(=O)n1Cc1ccco1)C(c1cccnc1)C(C#N)=C(N)O2 (stereo not given)
11: O=C(NCc1ccco1)c1ccc(OCC2CCCO2)cc1 (stereo not given)
12: CCOc1ccc(C(=O)Nc2c3c(nn2-c2cccc(C)c2C)CS(=O)C3)cc1 (stereo not given)
13: CCCCNC(=O)Nc1ccc(Br)cn1
14: CC(C)N1CCC(N2CCN(Cc3cc(F)ccc3-n3cccn3)CC2CCO)CC1 (stereo not given)
15: Fc1ccc(Cn2c(-c3cscn3)nc3ccccc32)c(Cl)c1
16: CCN1CCCC1CNC(=O)C(=O)NCc1ccccc1 (stereo not given)

screen / no. | 9 | 10 | 11 | 12 | 13 | 14 | 15 | 16
p47phox inh | -10 | -3 | -4 | -12 | -14 | 3 | -14 | 1
CHOP inhibitor | 24 | 15 | -17 | 37 | 36 | 6 | 94* | 29
BaF3 tox | 3 | -2 | 0 | 10 | 2 | 6 | 1 | -1
Ba/F3 V617F tox | -1 | -3 | 0 | -2 | 0 | 1 | -4 | 0
NPY-Y2 PAM-ag | 12 | 10 | -11 | -13 | 20 | -3 | 4 | 1
NPY-Y1 antag | -4 | -12 | 3 | 0 | 4 | 3 | 13 | 5
NPY1 pot ag | -26 | -2 | -20 | 3 | 0 | -8 | -16 | -1
S1P4 antag | -8 | 13 | -16 | 5 | 7 | 5 | 15 | -17
S1P4 agonist | 0.7 | -1.5 | 2.3 | -1.1 | -0.1 | 1.1 | 0.7 | -0.5

# Reprinted from the part before: four entries, then new ones.
13: CCCCNC(=O)Nc1ccc(Br)cn1
14: CC(C)N1CCC(N2CCN(Cc3cc(F)ccc3-n3cccn3)CC2CCO)CC1 (stereo not given)
15: Fc1ccc(Cn2c(-c3cscn3)nc3ccccc32)c(Cl)c1
16: CCN1CCCC1CNC(=O)C(=O)NCc1ccccc1 (stereo not given)
17: Clc1ccc(-c2nnc3ccccn23)cc1
18: O=C(C1=C[C@@H](c2ccc(C(F)(F)F)cc2)C[C@@H](OCc2ccc(CO)cc2)O1)N1CCOCC1
19: CCOC(=O)c1cnn(-c2nc(-c3ccccc3F)cs2)c1C(F)(F)F
20: COc1ccc2nc(Nc3nc(-c4ccncc4)cs3)sc2c1
21: COC(=O)c1ccc(OC(=O)C2CC(=O)N(c3ccc(C)cc3C)C2)cc1 (stereo not given)
22: CC(C)(Oc1ccc(Cl)cc1)C(=O)OCn1nnc2ccccc2c1=O
23: CCCc1[nH]nc2c1C(C1CC=CCC1)C(C#N)=C(N)O2 (stereo not given)
24: O=C(CC1C(=O)NCCN1Cc1ccc(-c2ccccc2)cc1)NCc1ccccc1 (stereo not given)

screen / no. | 13 | 14 | 15 | 16 | 17 | 18 | 19 | 20 | 21 | 22 | 23 | 24
p47phox inh | -14 | 3 | -14 | 1 | 7 | -2 | -11 | x | 10 | -16 | -13 | 11
CHOP inhibitor | 36 | 6 | 94* | 29 | -8 | 15 | -25 | -8 | 12 | 78* | -7 | 16
BaF3 tox | 2 | 6 | 1 | -1 | 1 | 1 | 5 | 1 | 1 | 1 | 4 | 3
Ba/F3 V617F tox | 0 | 1 | -4 | 0 | -5 | -2 | 1 | 4 | 0 | 0 | -1 | 7
NPY-Y2 PAM-ag | 20 | -3 | 4 | 1 | -25 | -11 | 0 | 5 | -10 | -19 | 15 | -13
NPY-Y1 antag | 4 | 3 | 13 | 5 | -4 | 0 | 11 | -3 | -5 | -1 | -5 | -2
NPY1 pot ag | 0 | -8 | -16 | -1 | -33 | 3 | -20 | 1 | -43 | -17 | 32 | 6
S1P4 antag | 7 | 5 | 15 | -17 | -2 | -2 | -16 | 3 | -20 | 8 | 8 | -13
S1P4 agonist | -0.1 | 1.1 | 0.7 | -0.5 | -2.5 | -3.1 | 0.8 | 3.6 | -0.2 | -3.2 | 1.7 | -0.7

# Two entries picked at random from those above:
22: CC(C)(Oc1ccc(Cl)cc1)C(=O)OCn1nnc2ccccc2c1=O
19: CCOC(=O)c1cnn(-c2nc(-c3ccccc3F)cs2)c1C(F)(F)F

screen / no. | 22 | 19
p47phox inh | -16 | -11
CHOP inhibitor | 78* | -25
BaF3 tox | 1 | 5
Ba/F3 V617F tox | 0 | 1
NPY-Y2 PAM-ag | -19 | 0
NPY-Y1 antag | -1 | 11
NPY1 pot ag | -17 | -20
S1P4 antag | 8 | -16
S1P4 agonist | -3.2 | 0.8

# The listing continues:
25: COc1ccc2nc(NC(=O)CC3Oc4ccccc4NC3=O)sc2c1 (stereo not given)
26: CCOC(=O)Cc1csc(/C(=N/O)C(N)=O)n1
27: CC(C)CNC(=S)N1CCN(C)CC1
28: COc1ccc2c(c1OC)C(=O)OC2Nc1nc(-c2cccc([N+](=O)[O-])c2)cs1 (stereo not given)
29: Cc1oc(-c2cccs2)nc1CN1CCN(CCC(C)C)C(CCO)C1 (stereo not given)
30: COc1ccc(N=C2O/C(=C/c3sc(=S)n(CC4CCCO4)c3O)N=C2C#N)cc1 (stereo not given)
31: O=C(Nc1ccc(Cl)cc1)Nc1nnc(-c2ccncc2)s1
32: Cc1csc(NC(=O)c2ccc(C)o2)n1

screen / no. | 25 | 26 | 27 | 28 | 29 | 30 | 31 | 32
p47phox inh | -3 | -9 | -8 | -17 | -12 | 42* | -1 | -7
CHOP inhibitor | 75* | 2 | 3 | -5 | 4 | -49 | 87* | 6
BaF3 tox | -2 | 1 | 2 | 5 | 0 | -4 | 5 | 4
Ba/F3 V617F tox | 1 | 0 | -4 | 1 | -7 | 0 | -1 | 2
NPY-Y2 PAM-ag | 25 | -8 | 2 | 8 | 1 | 21 | 0 | -5
NPY-Y1 antag | x | 2 | 6 | x | 9 | x | 3 | -2
NPY1 pot ag | 38 | -33 | -4 | -11 | 8 | 53* | 4 | 0
S1P4 antag | -17 | -6 | -9 | -3 | -18 | -5 | -15 | 1
S1P4 agonist | -0.8 | -1.1 | -0.2 | -0.4 | -3.3 | 0.0 | 1.6 | -1.5

33: CCS(=O)(=O)NCCCc1ccccc1
34: Oc1c(Cl)cc(Cl)cc1C1Nc2ccccc2-n2cccc21 (stereo not given)
35: O=C(O)c1cc2c(cc1Br)OCCCO2
36: Cc1ccccc1-n1c(SCC(=O)c2c(N)n(C)c(=O)n(C)c2=O)nnc1-c1cccnc1
37: CCN1C(=O)/C(=C2/Sc3ccc(OC)cc3N2C)SC1=Nc1cccc(O)c1
38: COc1ccc(CNc2ncnc3cc(Cl)ccc23)cc1
39: c1ccc2c(N3CCOCC3)nc(-c3ccncc3)nc2c1
40: Cn1c(CC(=O)Nc2ccccc2)nnc1SCC(=O)c1ccccc1

screen / no. | 33 | 34 | 35 | 36 | 37 | 38 | 39 | 40
p47phox inh | 10 | -7 | 10 | 0 | -6 | 2 | -17 | -8
CHOP inhibitor | 6 | -9 | -13 | 11 | 35 | 43 | 14 | -2
BaF3 tox | 1 | -4 | 1 | 4 | 3 | 4 | 1 | 6
Ba/F3 V617F tox | -3 | -1 | -4 | 1 | -3 | -3 | -3 | 2
NPY-Y2 PAM-ag | 14 | 3 | 3 | 15 | 30 | -3 | 14 | -15
NPY-Y1 antag | 2 | x | -2 | -3 | -13 | 2 | -1 | -3
NPY1 pot ag | 1 | -16 | 9 | 9 | 9 | -15 | 7 | -35
S1P4 antag | 4 | 7 | -15 | -10 | -8 | -7 | -7 | 0
S1P4 agonist | -2.6 | -1.5 | -0.2 | 0.6 | 0.9 | -0.2 | -0.3 | 0.7

41: CN(C)/C=C/C(=O)c1cc(F)cc(C(F)(F)F)c1
42: O=C(N/N=C1\SCC(=O)N1CCc1ccccc1)c1cccs1
43: O=C(Nc1ccc(C(=O)NC2CCCCC2)cc1)c1cccnc1
44: O=C(COc1ccc(Cl)cc1)N1CCN(c2ncccn2)CC1
45: COc1ccc(S(=O)(=O)NCC2CCCN(C(=O)c3cccs3)C2)cc1 (stereo not given)
46: O=[N+]([O-])c1cc(/C=N/n2cnnc2)ccc1N1CCCC1
47: O=C1Nc2ccccc2S/C1=C\C(=O)N1CCCC1
48: COc1ccc(/C(N)=N/OC(=O)c2ccc(C)c([N+](=O)[O-])c2)cc1OC

screen / no. | 41 | 42 | 43 | 44 | 45 | 46 | 47 | 48
p47phox inh | 4 | -6 | 1 | -7 | -4 | -9 | -3 | -10
CHOP inhibitor | 12 | -24 | 18 | 6 | -24 | 11 | 16 | 8
BaF3 tox | 4 | 1 | 4 | 6 | -1 | 5 | -1 | 0
Ba/F3 V617F tox | 1 | 2 | 5 | 4 | -2 | -2 | 1 | -3
NPY-Y2 PAM-ag | 11 | -12 | -4 | -1 | -15 | -10 | 1 | 0
NPY-Y1 antag | -3 | 0 | -2 | 0 | 3 | 1 | -1 | -1
NPY1 pot ag | 1 | -6 | -1 | -9 | -15 | -10 | -4 | 9
S1P4 antag | -1 | -4 | -14 | -8 | -5 | -8 | -12 | 6
S1P4 agonist | -0.3 | 0.7 | 1.6 | 1.1 | -0.1 | 0.6 | 0.5 | 1.1

# Screening results from PubChem.
